Assay outcomes deposited in PubChem BioAssay by National Center for Advancing Translational Sciences (NCATS).
Vif-APOBEC3G blk – inhibitors of Vif-APOBEC3G interaction | HeLa A3G-eYFP + Vif (tagged APOBEC3G with the HIV-1 protein that degrades it), YFP fluorescence, overnight | 410,000 compounds, 0.076% hits | AID 602310 | Potency, µM (top dose mostly 46.1 µM), inactives show at the top dose activity, negative = active, most hits filed as inhibitors | Q9HC16;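 also: potency is read from the fitted curve at half-maximal effect; % is scaled to controls: 0 for no effect and ±100 for the full control effect; nearly all actives have a fitted effect of over 60% in size; hits raise eYFP signal because A3G escapes Vif-driven loss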
Target sequence (Q9HC16 whole entry, looked up): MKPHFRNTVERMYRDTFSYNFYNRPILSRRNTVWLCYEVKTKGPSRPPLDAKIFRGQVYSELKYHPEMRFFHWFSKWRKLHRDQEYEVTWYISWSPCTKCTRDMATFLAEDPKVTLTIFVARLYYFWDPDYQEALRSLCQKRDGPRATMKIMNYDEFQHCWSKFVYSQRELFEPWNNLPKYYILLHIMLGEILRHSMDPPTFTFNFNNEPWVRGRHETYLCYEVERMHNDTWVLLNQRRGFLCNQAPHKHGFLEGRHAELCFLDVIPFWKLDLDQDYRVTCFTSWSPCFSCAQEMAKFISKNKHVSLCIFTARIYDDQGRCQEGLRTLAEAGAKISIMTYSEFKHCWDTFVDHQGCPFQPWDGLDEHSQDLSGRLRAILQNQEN
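HeLa cells stably expressing Vif and C-terminally eYFP-tagged A3G, seeded overnight at 37 deg C, then exposed to compound by pintool overnight at 37 deg C. Rise in yellow fluorescence (Ex 488/Em 500-530, Acumen) marks blocked Vif-driven A3G degradation.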
RXFP1 ag – RXFP1 (human) receptor agonism; Q9HBX9; HEK293T-RXFP1 cAMP TR-FRET, 30 min; response scale: percent of porcine relaxin response, buffer zero; Potency, µM (highest dose often 57.5 µM), without a hit: at the highest dose activation, actives largely listed as activators; 370,000 compounds, 0.3% hits; AID 2676; also: potency is read from the fitted curve at half-maximal effect; % is scaled to controls: 0 for no effect and ±100 for the full control effect; nearly all actives have a fitted effect of over 60% in size; many of its hits are not listed in these tables
Target sequence (Q9HBX9 whole entry, looked up): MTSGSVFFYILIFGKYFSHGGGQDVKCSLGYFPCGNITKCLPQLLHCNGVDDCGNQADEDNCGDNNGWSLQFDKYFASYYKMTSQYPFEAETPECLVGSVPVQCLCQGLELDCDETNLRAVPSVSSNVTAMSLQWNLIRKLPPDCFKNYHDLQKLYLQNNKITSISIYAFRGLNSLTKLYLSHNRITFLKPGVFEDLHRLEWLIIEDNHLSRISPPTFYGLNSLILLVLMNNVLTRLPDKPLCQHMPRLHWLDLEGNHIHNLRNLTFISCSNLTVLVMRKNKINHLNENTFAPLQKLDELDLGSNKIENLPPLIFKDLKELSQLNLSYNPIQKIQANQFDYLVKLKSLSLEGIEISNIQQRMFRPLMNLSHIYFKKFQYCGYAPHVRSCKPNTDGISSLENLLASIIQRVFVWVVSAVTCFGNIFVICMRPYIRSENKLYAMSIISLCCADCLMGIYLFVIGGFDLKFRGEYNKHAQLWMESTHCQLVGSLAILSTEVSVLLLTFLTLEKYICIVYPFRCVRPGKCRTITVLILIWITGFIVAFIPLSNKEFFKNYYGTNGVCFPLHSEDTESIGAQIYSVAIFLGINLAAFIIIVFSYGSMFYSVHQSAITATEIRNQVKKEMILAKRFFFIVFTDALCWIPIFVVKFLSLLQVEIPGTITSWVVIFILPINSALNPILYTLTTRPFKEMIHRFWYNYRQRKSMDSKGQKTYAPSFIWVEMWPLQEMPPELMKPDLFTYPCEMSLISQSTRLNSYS
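HEK293 cells stably expressing RXFP1, treated 30 min at 37C with compounds plus PDE4 inhibitor Ro 20174; cAMP measured by HTRF TR-FRET. Normalized to buffer and 29 nM porcine relaxin; EC50 by Hill fit.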
TrxR1 substrate – rat thioredoxin reductase 1 substrate activity | purified TrxR1 substrate turnover, NADPH consumption readout | AID 588456 | Potency, µM (doses to about 114 µM), for inactives: at the highest dose activity change, negative = substrate turnover | 390,000 compounds, 0.01% hits; also: potency is read from the fitted curve at half-maximal effect; % is scaled to controls: 0 for no effect and ±100 for the full control effect; nearly all actives have a fitted effect of over 50% in size
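Rat TrxR1, dispensed at 90 nM, was prereduced with 400 uM NADPH (final) for 5 min at ~22 deg C, then incubated with compound 15 min before 400 uM selenite. A first-read NADPH fluorescence drop versus no-compound background flagged substrates.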
LDHA block – blocks human lactate dehydrogenase A | 480,000 compounds, 0.15% hits | purified LDHA, NADH/diaphorase-resazurin fluorescence; stronger effect = lower value | AID 1347041 | P00338 | activity change, % (values are at about 110 or 230 µM); in the data active = activity change below about -30%; inconclusive = mostly about -25% to -30%;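 also: plate controls were DMSO wells for no effect and wells without enzyme for full effect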
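Remaining NADH was detected by diaphorase (0.133 mg/mL) converting 37 µM resazurin to fluorescent resorufin, read at 0 and 20 minutes. The preceding 5-minute room-temperature reaction used 2 nM LDHA, 0.2 mM sodium pyruvate and 0.06 mM NADH at pH 7.4.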
USP1-UAF1 inh – inhibitors of human USP1/UAF1 deubiquitinase; O94782; recombinant USP1/UAF1, Ub-Rhodamine cleavage fluorescence; Potency, µM (series often up to 57.1 µM), for inactives: at the top dose activity change, negative = inhibition, actives largely listed as inhibitors; 390,000 compounds, 0.23% hits; also: potency is read from the fitted curve at half-maximal effect; % is scaled to controls: 0 for no effect and ±100 for the full control effect; nearly all actives have a fitted effect of over 60% in size; inactives centre near -12
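High-throughput fluorogenic screen: 1nM USP1/UAF1 complex, Ub-Rho substrate 150nM final, 50mM HEPES pH 7.8 with 0.5mM EDTA, 0.1 mg/ml BSA, 1mM TCEP and 0.01% Tween-20.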
GRP78 ERSR act – induces the endoplasmic reticulum stress response in human glioma cells | 420,000 compounds, 0.02% hits | AID 602332 | U87-MG GRP78 promoter luciferase reporter, 16 h | Potency, µM, for inactives: at the highest dose activation, most hits filed as activators; also: potency is read from the fitted curve at half-maximal effect; series mostly up to about 76 µM; % of control where 0% means no effect; nearly all actives have a fitted effect of over 35% in size
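ERSR induction read as luciferase luminescence (Bright-Glo, 10 min at room temperature) in stably transfected human U87-MG glioma cells exposed to compounds for 16 h, using GRP78 as sensor.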
IDH1 R132H inh – human IDH1 R132H inhibition. IDH1-R132H enzyme, NADPH consumption, diaphorase/resazurin fluorescence. Potency, µM (titrated, usually from 76.6 µM), for inactives: at the top dose activity change, negative = inhibition, actives largely listed as inhibitors. 390,000 compounds, 0.093% hits. AID 602179; also: potency is read from the fitted curve at half-maximal effect; % is scaled to controls: 0 for no effect and ±100 for the full control effect; nearly all actives have a fitted effect of over 65% in size
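IDH1-R132H (0.5 ug/mL) preincubated 30 min with compound, then NADPH (0.016 mM) and alpha-KG (2 mM) added; 80 min at RT, pH 7.5. Remaining NADPH coupled via diaphorase/resazurin to fluorescence (540/590 nm); concentration-response curves normalized to no-enzyme control.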
PI4K2A inh – PI4K2A (human) kinase inhibition; 420,000 compounds, 0.13% hits; purified PI4K2A, ADP-Glo luminescence, 1 h; stronger effect = lower value; activity change, negative = inhibition, % at 76.9 µM; Q9BTU6; in the data active = activity change below about -50%; inconclusive = mostly about -30% to -49%;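 also: -100% = wells without enzyme as full effect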
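In this quantitative HTS, ADP production by PI4K2A was quantified luminescently after 1 h at ambient temperature; 100 microM adenosine served as plate-quality control.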
Vif-APOBEC3F blk – Vif-A3F binding inhibition; 390,000 compounds, 0.2% hits; HeLa A3F-eYFP + Vif (tagged APOBEC3F with the HIV-1 protein that degrades it), YFP fluorescence increase; Potency, µM (highest dose often 46.1 µM), for the others: top-dose activity, negative = active; AID 602313; also: potency is read from the fitted curve at half-maximal effect; % of control where 0% means no effect; nearly all actives have a fitted effect of over 65% in size
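Fluorescence increase (Ex 488/Em 500-530) after overnight compound treatment at 37 deg C flags inhibition of Vif-driven A3F-eYFP loss in stable HeLa A3F-eYFP/Vif cells seeded overnight beforehand.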
Active calls of the source: *; ? = inconclusive; . = not tested or not shown; & = joins results of further samples; [ ] = another dose, or the depositor's remark. Unless noted, calls follow the shape of the dose curve; as a rule, active = well fitted curve in the direction sought with a large enough effect; inconclusive = small, poorly fitted or top-dose-only effect, or another doubt; inactive = no such curve, though single readings can be large; an effect the other way counts as inactive or inconclusive.

Order of results: Vif-APOBEC3G blk	RXFP1 ag	TrxR1 substrate	LDHA block	USP1-UAF1 inh	GRP78 ERSR act	IDH1 R132H inh	PI4K2A inh	Vif-APOBEC3F blk
1: Cc1ccc(NC(=O)CN(C)Cc2nc3c(Br)cc(Br)cc3c(=O)[nH]2)cc1
    -1%	8.5%	-5%	-6	-9%	-4%	-3%	2	1%
2: N#Cc1ccc(COC(=O)C2CC(=O)N(CCc3ccccc3)C2)cc1 (stereo not drawn)
    1%	-0.3%	-2%	1	-12%	-4%	2%	2	3%
3: Cc1nn(C)c(C)c1NC(=O)CCl
    -1%	2.8%	17%[57.1 µM]	-5	0%	-3%	16%	-21	-2%
4: Cc1cc(=O)[nH]c(Nc2ccccc2C)n1
    3%	5.0%	4%[57.1 µM]	4	-21%	-1%	-3%	-10	13%
5: O=C(Nc1nc(=O)c2ccccc2s1)c1ccc(F)cc1
    -8%	0.9%	-9%	-1	-17%	5%	7%	-6	-8%
6: Clc1ccc2oc(-c3cccnc3)nc2c1
    1%	0.7%	3%[57.1 µM]	-2	0%	4%	14%	8	-5%
7: O=C(Oc1ccc2ccc(O)cc2c1)C1CCCCC1
    -4%	0.6%	-5%	-3	?	-2%	12%	-4	-1%
8: CCC1NC(=O)c2cccnc2-n2c1nc1ccc(F)cc1c2=O (stereo not drawn)
    0%	.	.	1	-13%	-3%	0%	-7	-6%
9: COc1ccc(C(=O)NC(=S)NCCc2ccccc2)cc1
    -3%	1.8%	7%	-4	-19%	1%	-17%	2	?
10: O=C(/C=C/Nc1ccc(Br)cn1)c1cccc(OC(F)F)c1
    -13%	1.7%	-3%	-1	-15%	1%	4%	1	-3%
11: O=C(O)CSCC(=O)NCc1ccccc1
    4%	1.2%	8%	-6	-4%	-3%	14%	6	1%
12: CCC1C/C(=C\c2cc(OC)c(OC)cc2OC)C(=O)/C(=C/c2cc(OC)c(OC)cc2OC)C1 (stereo not drawn)
    ?	0.0%	-6%	-5	?	-12%	-14%	-3	?
13: O=C(Nc1cccc(S(=O)(=O)N2CCCCC2)c1)c1cccs1
    -3%	0.2%	0%	-9	-12%	-2%	8%	5	-2%
14: Nc1nnn(CC(=O)N/N=C/c2ccncc2)n1
    4%	-0.1%	-1%	-1	-19%	2%	-3%	0	5%
15: CCn1cc2nc(SCc3ccccc3F)n(Cc3ccc(C)cc3)c(=O)c2n1
    3%	-1.1%	-2%[57.1 µM]	-14	-7%	-2%	-2%	-1	4%
16: COc1ccc(OC)c(Nc2nc(N)nc(-c3cc4ccccc4o3)n2)c1
    -13%	2.8%	3%[57.1 µM]	-6	2%	3%	1%	-2	-17%
17: Cc1ccc(S(=O)(=O)N2CCOCC2)cc1C(=O)NCc1ccccn1
    -8%	2.5%	6%	-2	-9%	-6%	18%	-9	-14%
18: CCc1ccc(OCC(=O)N2c3ccccc3CCc3ccccc32)cc1
    -13%	0.4%	-1%	-2	-9%	1%	0%	-1	-7%
19: O=C(NCc1ccccc1)C1=C[C@@H](c2ccccc2)C[C@@H](OCCCCO)O1
    -5%	.	1%[57.1 µM]	10	-31%	1%	10%	3	-2%
20: Cc1nnc(SCC(=O)N(CC(C)C)C2CCS(=O)(=O)C2)s1 (stereo not drawn)
    2%	2.0%	2%	-15	-6%	-2%	-4%	0	3%
21: CN(C)c1ccc(C(=O)N2CCCC2)cc1
    1%	-0.4%	-6%	0	-8%	-2%	4%	-3	-7%
22: O=[N+]([O-])c1ccc(C(O)CN2CCN(Cc3ccccc3)CC2)cc1 (stereo not drawn)
    2%	0.5%	-3%[57.1 µM]	-4	-6%	-3%	1%	3	-3%
23: COc1ccc(CC(=O)OCC(=O)c2c[nH]c3ccccc23)cc1
    -1%	1.6%	-5%	-2	-14%	-4%	2%	-3	3%
24: O=C1C2C3C=CC(C2C(=O)N1c1nccs1)C1C(=O)N(c2nccs2)C(=O)C31 (stereo not drawn)
    -1%	6.0%	-13%[57.1 µM]	5	-4%	-3%	3%	4	-2%
25: CC(C)C(C)NC(=O)COc1ccc(S(=O)(=O)N2CCOCC2)cc1Cl (stereo not drawn)
    0%	-2.3%	-15%	-5	3%	-5%	-4%	2	4%
26: COc1ccc(CCn2c(NCc3ccco3)nc3c2c(=O)[nH]c(=O)n3C)cc1
    0%	-0.2%	1%	-1	-2%	-5%	3%	-1	0%
27: CCCCSc1nnc(-c2cc(Br)ccc2N)c(=O)[nH]1
    -7%	0.6%	4%	-9	-6%	2%	-2%	2	0%
28: CCCC1(c2ccccc2)NC(=O)N(CC(=O)Nc2ccccc2C(F)(F)F)C1=O (stereo not drawn)
    -13%	-0.5%	-3%	-3	8%	-3%	9%	5	1%
29: COc1ccc(C2C3=C(OC(C)=O)c4ccccc4C3=Nc3c2c(=O)n(C)c(=O)n3C)cc1 (stereo not drawn)
    1%	-0.7%&13%	-3%	-1	-16%	-4%	0%	0	0%
30: CCOC(=O)Cc1cc(=O)n2[nH]c(C)c(-c3ccc(OC)cc3)c2n1
    -7%	0.8%	6%[57.1 µM]	-2	3%	-3%	0%	8	0%
31: Cc1c(C)c2ccc(OCC(=O)N3CCN(c4ccc(F)cc4)CC3)c(C)c2oc1=O
    -1%	-4.8%	10%	-3	-24%	3%	-5%	-2	-12%
32: O=[N+]([O-])c1ccc(N2CCCCC2)cc1N1CCOCC1
    -5%	-1.0%	-3%[57.1 µM]	-1	-11%	-2%	4%	-17	-10%
33: CCCCOCCCNC(=O)N[C@H](C(=O)OC)C(C)C
    0%	-0.5%	9%	-3	-8%	-2%	12%	-2	-15%
34: Cn1ncc(Br)c1C(=O)NC1C2CC3CC(C2)CC1C3 (stereo not drawn)
    -3%	-4.9%	-9%	-8	-10%	-3%	-5%	0	0%
35: Cn1nc(C(=O)Nc2ccc(S(=O)(=O)N3CCCCC3)cc2)c2ccccc2c1=O
    -6%	0.1%	8%	-10	-15%	-1%	2%	-2	4%
36: CC(=O)N1CCN(C(=O)CCNS(=O)(=O)c2ccc(Br)cc2)CC1
    0%	-0.1%	5%	-2	-15%	-3%	5%	0	-8%
37: COc1cc(/C=N/NC(=O)c2ccncc2)cc(OC)c1OC
    4%	2.3%	-13%	0	-8%	-8%	8%	-2	-1%
38: COc1cc(CN2CCN(c3cccc(C)c3C)CC2)cc(Br)c1O
    -14%	-0.6%	-4%	-8	-33%	-2%	8%	11	-12%
39: Cc1ccc(C(c2ccc(C)c(C)c2)C(O)C2OC(=O)C(O)C2O)cc1C (stereo not drawn)
    -2%	.	-2%	-2	-13%	-2%	2%	-5	-15%
40: COc1ccccc1N1C(=O)c2ccc(C(=O)Nc3ccc(C(=O)O)cc3)cc2C1=O
    1%	-1.2%	8%[57.1 µM]	-5	-12%	-3%	0%	4	-6%

Another view of some results above.
| entry | mol | Vif-APOBEC3G blk | RXFP1 ag | TrxR1 substrate | LDHA block | USP1-UAF1 inh | GRP78 ERSR act | IDH1 R132H inh | PI4K2A inh | Vif-APOBEC3F blk |
| --- | --- | --- | --- | --- | --- | --- | --- | --- | --- | --- |
| 25 | CC(C)C(C)NC(=O)COc1ccc(S(=O)(=O)N2CCOCC2)cc1Cl (stereo not drawn) | 0% | -2.3% | -15% | -5 | 3% | -5% | -4% | 2 | 4% |
| 22 | O=[N+]([O-])c1ccc(C(O)CN2CCN(Cc3ccccc3)CC2)cc1 (stereo not drawn) | 2% | 0.5% | -3%[57.1 µM] | -4 | -6% | -3% | 1% | 3 | -3% |
| 27 | CCCCSc1nnc(-c2cc(Br)ccc2N)c(=O)[nH]1 | -7% | 0.6% | 4% | -9 | -6% | 2% | -2% | 2 | 0% |
| 24 | O=C1C2C3C=CC(C2C(=O)N1c1nccs1)C1C(=O)N(c2nccs2)C(=O)C31 (stereo not drawn) | -1% | 6.0% | -13%[57.1 µM] | 5 | -4% | -3% | 3% | 4 | -2% |
| 30 | CCOC(=O)Cc1cc(=O)n2[nH]c(C)c(-c3ccc(OC)cc3)c2n1 | -7% | 0.8% | 6%[57.1 µM] | -2 | 3% | -3% | 0% | 8 | 0% |

Next part:
Order of results: Vif-APOBEC3G blk	RXFP1 ag	TrxR1 substrate	LDHA block	USP1-UAF1 inh	GRP78 ERSR act	IDH1 R132H inh	PI4K2A inh	Vif-APOBEC3F blk
41: COC(=O)CNC(=O)Cn1nc(C)c([N+](=O)[O-])c1C
    5%	0.6%	-4%[57.1 µM]	-8	?	-2%	7%	1	-13%
42: NSc1nc(N)c2nc(-c3ccccc3)c(-c3ccccc3)nc2n1
    -16%	-0.4%	14%	-6	-11%	-3%	?	-4	9%
43: COC(=O)c1c(NC(=O)c2ccoc2C)sc(C)c1C
    -2%	4.3%	6%	-3	-17%	-8%	-1%	5	0%
44: N#Cc1ccc(OCC(=O)OCC(=O)Nc2sccc2C(N)=O)cc1
    -14%	0.4%	4%	-1	-23%	-2%	-10%	26	-1%
45: COc1ccc(SC[C@H](C)CN2CC[C@H](C)CCC2=O)cc1
    6%&3%	1.7%	-3%&-6%	0	?	-3%&0%	5%	2	-1%
46: CCc1ccc(N2CC(C(=O)Nc3ccc(S(=O)(=O)NCC4CCCO4)cc3)CC2=O)cc1 (stereo not drawn)
    -1%	-0.9%	1%	0	-18%	-1%	-1%	1	2%

The list is partial (hit frequency here may not be typical).
